MITF primary: human MITF inhibition, primary screen; 0.91% of 650,000 active; AlphaScreen MITF homodimerization, bead proximity signal; O75030; inhibition, % at 2.6 µM; in the data active means inhibition above about 50%;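 further: 0% = vehicle wells with protein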
Target sequence (O75030 whole entry, looked up): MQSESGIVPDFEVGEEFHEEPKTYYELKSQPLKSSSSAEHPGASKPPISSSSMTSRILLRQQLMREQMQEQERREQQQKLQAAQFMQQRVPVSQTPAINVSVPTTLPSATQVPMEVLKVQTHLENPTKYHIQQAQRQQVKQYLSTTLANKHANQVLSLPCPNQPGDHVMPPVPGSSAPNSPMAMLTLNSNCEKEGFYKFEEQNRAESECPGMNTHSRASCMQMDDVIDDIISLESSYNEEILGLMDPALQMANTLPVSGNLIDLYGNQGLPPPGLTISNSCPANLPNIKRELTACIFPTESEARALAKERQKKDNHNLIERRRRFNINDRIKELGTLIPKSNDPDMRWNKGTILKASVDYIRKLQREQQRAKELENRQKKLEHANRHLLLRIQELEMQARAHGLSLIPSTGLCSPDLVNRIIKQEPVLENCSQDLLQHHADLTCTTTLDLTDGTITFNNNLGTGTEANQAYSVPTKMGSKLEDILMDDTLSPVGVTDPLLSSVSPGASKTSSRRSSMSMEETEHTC
GPR151 ag: activators of human GPR151. PathHunter beta-arrestin GPR151 cells, luminescence. activation, % at 11.2 µM. 1% of 650,000 active. AID 1508602; in the data active means activation above about 4.9%;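 further: 0% = median of compound wells and 100% = cells with positive control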
Target sequence (Q8TDV0 whole entry, looked up): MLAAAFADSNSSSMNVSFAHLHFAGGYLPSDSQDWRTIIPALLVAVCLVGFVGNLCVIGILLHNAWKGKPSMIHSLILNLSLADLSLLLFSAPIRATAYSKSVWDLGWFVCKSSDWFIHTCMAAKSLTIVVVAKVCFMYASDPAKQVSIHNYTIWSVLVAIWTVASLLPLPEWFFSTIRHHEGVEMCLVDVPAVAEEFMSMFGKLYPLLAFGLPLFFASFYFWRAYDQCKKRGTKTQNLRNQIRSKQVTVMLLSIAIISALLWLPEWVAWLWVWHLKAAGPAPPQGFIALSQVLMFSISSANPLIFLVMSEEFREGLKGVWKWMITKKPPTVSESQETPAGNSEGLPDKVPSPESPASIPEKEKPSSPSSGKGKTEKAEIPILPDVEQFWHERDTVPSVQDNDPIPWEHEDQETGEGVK
FBW7 act: activators of human E3 ligase FBW7; Q969H0; AlphaScreen FBW7–phospho-cyclin E peptide binding, activator screen; normalized activity (activation), % at 26.1 µM; 0.13% of 650,000 active; AID 1259310; in the data active means normalized activity above about 1.9%;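 further: purified mutant Fbw7 with reduced substrate affinity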
TEAD-YAP block: TEAD-YAP interaction inhibition; HEK-TIYL cells, TEAD-Gal4/YAP UAS-luciferase luminescence; inhibition, % at 9.12 µM; 1.4% of 640,000 active; AID 1259422; in the data active means inhibition above about 32%;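 further: 0% = median of test compound wells and 100% = reference inhibitor wells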
An asterisk follows results filed as active; · = no result given.

Molecule	MITF primary	GPR151 ag	FBW7 act	TEAD-YAP block
CCOC(=O)CN1CC23C=CC(O2)C(C(=O)Nc2cc(OC)ccc2OC)C3C1=O (stereo unspecified)	0.9	0.3	-0.1	4.3
CCNC(=O)CN(c1cc(C(F)(F)F)ccc1Cl)S(C)(=O)=O	11.3	-0.1	0.0	0.7
COc1ccccc1CC1S/C(=N\N=C\c2cccc([N+](=O)[O-])c2)NC1=O (stereo unspecified)	-7.9	0.7	0.0	-9.1
CSc1ccc(C(=O)Nc2nc3c(s2)CC(C)CC3)cc1 (stereo unspecified)	13.9	-0.6	0.6	-44.2
COc1ccc(/C=N/Nc2nc3ccccc3n2C)cc1OC	32.2	-1.8	0.2	-5.2
CCCn1c(=S)[nH]c2cc(C(=O)NCCOC)ccc2c1=O	5.2	3.7	-0.1	15.3
O=C(Oc1cccc(C(=S)N2CCCCC2)c1)c1cccc2ccccc12	-12.0	1.3	0.1	2.0
Cc1c(C(=O)N2CC(C)CC(C)C2)sc2ncnc(N3CCOCC3)c12 (stereo unspecified)	-0.4	-1.2	0.0	9.1
O=C(CC(NC1CCCCC1)C(=O)O)c1ccc(C2CCCCC2)cc1 (stereo unspecified)	9.2	2.3	0.0	4.4
Cc1cccc(C(=O)NCC(c2ccco2)S(=O)(=O)c2ccccc2)c1 (stereo unspecified)	-10.7	-1.5	0.1	-3.3

The results go on:
Molecule	MITF primary	GPR151 ag	FBW7 act	TEAD-YAP block
O=C(CSc1ccc(Cl)cc1)N1CCc2ccccc21	-6.7	0.4	0.3	-35.7
CCN1C(=O)C(C(=O)Nc2ccc(OC)cc2)C2CC1(C)Oc1ccccc12 (stereo unspecified)	20.9	0.2	0.1	-18.2
Cc1csc(NC(=O)C(=O)c2cc(C)n(-c3c(C)cccc3C)c2C)n1	16.5	0.1	0.1	-2.8
Nc1ccc(Oc2ccc(C(=O)O)c(C(=O)O)c2)cc1	9.5	0.1	0.0	-7.8
Cc1cc(S(=O)(=O)N2CCCOC2CNC(=O)C(=O)NC2CCCCC2)ccc1F (stereo unspecified)	-0.3	0.6	-0.1	-2.6
CC1CN(CCNC(=O)Cc2cccs2)Cc2ccccc2O1 (stereo unspecified)	14.5	-1.3	0.1	19.1
Cc1ccc2occ(C3N[C@H](C(=O)O)CS3)c(=O)c2c1 (stereo partly specified)	-0.8	-0.2	0.0	-19.2
C#CCOc1ccccc1CCCCCC(=O)NS(C)(=O)=O	-10.7	2.3	·	·
CCNS(=O)(=O)c1ccc(OC)c(C)c1	-0.4	-0.1	0.3	-9.1
COCCNC(=O)Cn1cc(/C=C(\C#N)C(=O)Nc2ccc(Cl)cc2)c2ccccc21	9.9	0.7	0.1	4.8

New compounds follow:
Molecule	MITF primary	GPR151 ag	FBW7 act	TEAD-YAP block
CC(C)(C)C(=O)Nc1ccc2oc(-c3cccnc3)nc2c1	18.0	-0.1	0.2	-32.3
Cc1ccc(S(=O)(=O)N(CC(=O)N2CCOCC2)c2cccc(C)c2C)cc1	-11.5	0.8	-0.4	-0.8
COc1ccc(C2=NN(C(=O)c3ccccc3Cl)C(c3ccccc3F)C2)cc1OC (stereo unspecified)	0.1	0.3	-0.1	-20.1
O=C(O)CCC(=O)N1CCN(c2ncnc3sc4c(c23)CCCC4)CC1	14.3	0.0	0.0	4.9
COc1cc(C2Oc3ccccc3C=C2[N+](=O)[O-])ccc1OCc1ccccc1 (stereo unspecified)	2.1	0.8	0.5	-35.5
CC(Oc1ccccc1F)C(=O)NNC(=O)c1ccc(C(F)(F)F)cc1 (stereo unspecified)	-2.5	0.7	0.0	-10.4
O=C(CN1C(=O)c2ccccc2C1=O)Nc1ccc(F)cc1	-8.4	-1.1	0.2	-0.9
Cc1ccc(NC(=O)C2CCCN2c2nn3c(=O)cc(C)nc3s2)c(Cl)c1 (stereo unspecified)	5.5	5.0*	0.0	2.9
O=C(O)C1CCCCN1S(=O)(=O)c1ccc2ccccc2c1 (stereo unspecified)	-2.2	0.7	0.0	-2.1
O=C(c1ccc(Cl)cc1)c1c(O)cc(-c2ccc(Cl)cc2)oc1=O	-5.8	0.7	0.2	0.6

Entries of single compounds from above. Values in the order: MITF primary	GPR151 ag	FBW7 act	TEAD-YAP block
O=C(c1ccc(Cl)cc1)c1c(O)cc(-c2ccc(Cl)cc2)oc1=O as listed: -5.8	0.7	0.2	0.6
CC(C)(C)C(=O)Nc1ccc2oc(-c3cccnc3)nc2c1 as listed: 18.0	-0.1	0.2	-32.3

Later entries
Molecule	MITF primary	GPR151 ag	FBW7 act	TEAD-YAP block
Clc1ccc(C2C=C(c3cccc(Br)c3)Nc3nnnn32)c(Cl)c1 (stereo unspecified)	6.1	-1.1	0.1	4.3
CCOCCCNc1nc2nc3ccc(C)cn3c(=O)c2cc1C(=O)NCc1cccnc1	16.0	0.0	0.1	8.5
COC(=O)[C@@H]1C(=O)NC(SCC(N)=O)=C(C#N)C1c1ccc(Cl)cc1 (stereo partly specified)	12.6	1.1	-0.1	3.5
CC1=C(C(=O)Nc2ccccc2Cl)C(c2ccc(C)cc2)NC(=O)N1 (stereo unspecified)	2.0	0.4	0.0	-0.3
COc1ccc(CCNc2nc(-c3c(C)noc3C)nc3c2ncn3-c2ccsc2)cc1	18.6	-1.0	0.4	-2.4
O=C(Cc1ccc(F)cc1)Nc1cc(SCCO)cc([N+](=O)[O-])c1	-1.7	2.2	-0.1	2.5
CCCCCOC(=O)C1=C(C)NC2=C(C(=O)CC(C)(C)C2)C1c1ccncc1 (stereo unspecified)	1.9	-0.2	0.0	0.5
O=C1CN(S(=O)(=O)CBr)CC2c3ccccc3CCN12 (stereo unspecified)	11.1	1.4	1.4	5.8
COc1ccc(-c2cnn3c(NCc4ccc(F)cc4)ccnc23)cc1	-13.3	-0.7	-0.1	-19.5
O=C1OC2(CCCC2)OC(=O)C1=Cc1ccc(N2CCOCC2)o1	9.4	1.0	0.3	-10.0

Further records.
Molecule	MITF primary	GPR151 ag	FBW7 act	TEAD-YAP block
COc1cccc(OC)c1OCCCCCc1c(C)n[nH]c1C	4.4	-1.6	0.5	8.9
Cc1ccccc1N1C(=O)/C(=C/c2ccc(OC(C)C(=O)O)cc2)C(=O)NC1=S (stereo unspecified)	-0.8	0.2	-0.3	-2.4
Cc1ccc(C)c(NC(=O)CC(C)Cc2ccc(Cl)cc2)c1 (stereo unspecified)	8.8	-0.6	0.1	7.4
Cc1ccccc1C(=O)Nc1ccc(S(=O)(=O)Nc2ncccn2)cc1	4.8	0.2	0.1	-0.5
CCOC(=O)C1=C(N)OC2=C(C(=O)CCC2)C1c1ccc(C)s1 (stereo unspecified)	1.9	-0.2	-0.1	-11.0
NC(=O)NC(=O)COC(=O)c1cc(=O)c2ccccc2o1	9.8	-2.0	0.3	0.7
CCOC(=O)c1c(NC(=O)COc2ccc(C3CCCCC3)cc2)sc2c1CCCC2	23.2	-1.0	0.1	8.8
Cc1nc2c(c(=O)[nH]1)CCN(Cc1cccc3cccnc13)C2	6.8	-0.2	0.1	-5.0
NS(=O)(=O)c1ccc(NC(=O)CN2CCc3ccccc32)cc1	2.8	0.2	-0.1	0.2
Cc1ccc(NC(=S)N2CCC(N(C)CCN3CCOCC3)CC2)cc1	-5.3	-0.6	0.1	2.7

Additional results.
Molecule	MITF primary	GPR151 ag	FBW7 act	TEAD-YAP block
Cc1ccc(-c2[nH]nc3nc(-c4cccnc4)cc(C(=O)O)c23)cc1	-15.7	-0.1	1.0	-4.0
CCOC(=O)C1=CN(c2cc(C)cc(C)c2)C=C(C(=O)OCC)C1c1ccccc1OCC	-2.3	0.4	0.1	-6.8
CCOC(=O)C1=C(C)N=c2s/c(=C\c3ccc(OCc4cccc5ccccc45)c(OCC)c3)c(=O)n2C1c1ccc(Cl)cc1 (stereo unspecified)	-15.8	-0.8	0.4	4.5
CCOCCCn1c(SCC(=O)NCCc2ccc(OC)c(OC)c2)nc2ccccc2c1=O	-4.8	-0.3	0.1	16.6
CN(CCN1CCc2ccccc2C1)C(=O)CC1C(=O)NCCN1C/C=C/c1ccccc1 (stereo unspecified)	-3.3	0.4	0.0	-2.7
COc1ccccc1NC(=O)N1CCCC1C(=O)NC12CC3CC(CC(C3)C1)C2 (stereo unspecified)	-2.3	-1.0	-0.1	-2.4
CN1C2C=C(N(CCc3c[nH]c4ccccc34)C(=O)c3ccccc3)CC1CC2 (stereo unspecified)	-3.5	3.3	0.0	-1.3
CCC(=O)OC1(C)C(=O)C=C2C=C(CCCCNC(=O)OC(C)(C)C)OC=C2C1=O (stereo unspecified)	6.3	-1.5	0.0	·
NS(=O)(=O)c1cccc(NC(=O)C(Cc2ccccc2)NC(=O)c2ccccc2)c1 (stereo unspecified)	-4.6	0.7	-0.2	-2.5
CCCCCNC(=O)[C@@H](NC(=O)c1ccc(OCC)cc1)C(C)C	8.4	0.1	0.0	-21.7

The last two entries of the part before are carried over, then new ones follow.
Molecule	MITF primary	GPR151 ag	FBW7 act	TEAD-YAP block
NS(=O)(=O)c1cccc(NC(=O)C(Cc2ccccc2)NC(=O)c2ccccc2)c1 (stereo unspecified)	-4.6	0.7	-0.2	-2.5
CCCCCNC(=O)[C@@H](NC(=O)c1ccc(OCC)cc1)C(C)C	8.4	0.1	0.0	-21.7
CCOC(=O)c1c(NC(=O)c2ccc([N+](=O)[O-])cc2)sc(C(=O)Nc2cc(C)ccc2C)c1C	12.7	-1.9	0.4	9.3
CCOC(=O)C1=C(C)NC2=C(C(=O)CC(C)(C)C2)C1c1ccc(OC(C)=O)cc1 (stereo unspecified)	4.1	3.0	0.0	3.8
CN1CCN(C(=O)c2ccc(-c3cc(NCc4ccccc4)nc(N)n3)cc2)CC1	1.8	-0.2	-0.1	-1.7
CC(C)c1cccc(NC(=O)CCc2n[nH]c(=O)[nH]c2=O)c1	-1.2	-1.0	-0.1	-7.5
c1ccc(-c2nc(NCc3ccco3)c3ccccc3n2)cc1	8.3	0.5	0.1	10.0
O=C1c2ccccc2C(=O)N1CSc1ncccn1	8.3	-0.8	0.1	-2.0
COc1ccc(NC(=O)/C(C#N)=C/c2sccc2C)cc1	1.7	-2.2	0.1	-29.1
CCCc1nnc(-c2cc3ccccc3n2CCC(C)C)o1	-5.5	0.7	-0.1	8.0
CCOC(=O)c1ccc2[nH]c(C)c(C)c2c1	2.9	0.6	-0.3	-34.3
OC(c1cccnc1)c1ccc2c(c1)CN(Cc1cc(F)cc(F)c1)CCO2 (stereo unspecified)	2.2	0.2	0.2	-12.1

The last four compounds of the section above open the next one.
Molecule	MITF primary	GPR151 ag	FBW7 act	TEAD-YAP block
COc1ccc(NC(=O)/C(C#N)=C/c2sccc2C)cc1	1.7	-2.2	0.1	-29.1
CCCc1nnc(-c2cc3ccccc3n2CCC(C)C)o1	-5.5	0.7	-0.1	8.0
CCOC(=O)c1ccc2[nH]c(C)c(C)c2c1	2.9	0.6	-0.3	-34.3
OC(c1cccnc1)c1ccc2c(c1)CN(Cc1cc(F)cc(F)c1)CCO2 (stereo unspecified)	2.2	0.2	0.2	-12.1
NC(N)=NS(=O)(=O)c1ccc(N/C=C/C(=O)c2ccncc2)cc1	50.4	-0.8	1.5	-8.5
CC(C)NS(=O)(=O)c1ccc(NCCCn2ccnc2)c([N+](=O)[O-])c1	10.3	-1.8	0.4	1.9
CS(=O)(=O)c1ccc2nc(NC(=O)Cc3ccc(Cl)cc3)sc2c1	14.8	-0.4	0.2	14.3
COc1ccccc1-n1c(SCC(=O)N2CCCC(C)C2)nnc1-c1ccncc1 (stereo unspecified)	-13.0	-0.2	-0.1	-1.5
Cc1ccc(Cn2c(=O)c3c(ncn3Cc3ccccc3)n(C)c2=O)cc1	3.3	0.2	-0.1	-19.0
CCc1cc(C(=O)N2CCC3(CCC(CNC(=O)c4ccccc4F)O3)CC2)n(C)n1 (stereo unspecified)	17.9	-1.0	0.0	4.5
Clc1ccc(OCc2cn3ccccc3n2)cc1	-0.7	-3.1	0.0	-28.2
COc1ccc(/C=C(\NC(=O)c2ccc([N+](=O)[O-])cc2)C(=O)N2CCCCC2)cc1	-5.2	0.9	-0.1	5.4
CCc1cc(=O)[nH]c(NC2CCN(CC(=O)Nc3ccc4c(c3)OCO4)CC2)n1	9.8	3.6	-0.1	5.9
O=C(Nc1c2c(nn1-c1ccc(Cl)cc1)CSC2)C12CC3CC(CC(C3)C1)C2	-2.7	-1.0	-0.1	2.2
Oc1ccccc1/C=N\Nc1nc2ccccc2[nH]1	16.0	-0.1	-0.8	-27.9
Cc1cc(C(=O)N2C=CC(C(F)(F)F)=NCC2)nn1C	3.9	5.0*	-0.1	-3.1

Bioassay records: PubChem, The Scripps Research Institute Molecular Screening Center
